FECH inh – inhibitors of human ferrochelatase. P22830. purified FECH, Ni-mesoporphyrin absorbance 550 nm. AID 1671448. calls only at 10 µM (by protocol). 20,000 compounds, 3.3% hits;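 active = enzyme reaction rate more than 3 SD below the solvent-only control wells on the same plate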;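 note: lower slope than DMSO wells means FECH inhibition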
Target sequence (P22830 whole entry, looked up): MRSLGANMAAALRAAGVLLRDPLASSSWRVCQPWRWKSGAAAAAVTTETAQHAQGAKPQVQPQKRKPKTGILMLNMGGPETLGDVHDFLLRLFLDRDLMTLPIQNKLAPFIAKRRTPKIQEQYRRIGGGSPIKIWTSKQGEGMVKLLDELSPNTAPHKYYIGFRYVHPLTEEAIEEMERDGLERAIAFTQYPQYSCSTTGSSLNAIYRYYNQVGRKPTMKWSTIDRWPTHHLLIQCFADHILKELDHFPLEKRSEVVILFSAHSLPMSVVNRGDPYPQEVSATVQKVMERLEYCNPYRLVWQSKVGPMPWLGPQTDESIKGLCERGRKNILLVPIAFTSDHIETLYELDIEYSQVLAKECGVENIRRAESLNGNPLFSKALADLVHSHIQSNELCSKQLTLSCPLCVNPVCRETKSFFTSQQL
Calls only; i = inactive; + = active, no number. Not all compounds are listed, so the mix of outcomes need not match the whole.

C=CCN(C(=O)CCNC(=O)c1ccccc1F)C1CCCC1
- FECH inh: i
Cc1c(S(=O)(=O)N2CCN(c3cc(-c4cccc(F)c4)ncn3)CC2)cnn1C(F)F
- FECH inh: i
Cc1c(NC(=O)C(=O)c2ccco2)cccc1C(=O)NC1CCCCC1
- FECH inh: i
CN1CCC(CNC(=O)c2cc3c(Cl)cccc3n2C)C1 (stereo unspecified)
- FECH inh: i
c1nc(NCCc2noc(C3CC3)n2)cc(N2CCCCC2)n1
- FECH inh: i
Cc1ccc(S(=O)(=O)N2CCN(c3cc(-c4cccc(F)c4)ncn3)CC2)c(C)c1
- FECH inh: i
CCOC(=O)Cn1c(=O)n(-c2ccc(C)c(C)c2)c2nc(-c3ccccc3OCC)nc(C(N)=O)c21
- FECH inh: i
Cc1cccc(OCC(=O)Nc2ccc(C)c(OCc3cc(=O)n4cccc(C)c4n3)c2)c1
- FECH inh: +
NC(=O)c1ccccc1/C=C/c1ccccc1
- FECH inh: i
CCc1ccccc1NC(=O)CN1CCCN(Cc2cccc(F)c2)S1(=O)=O
- FECH inh: i
Cc1cc(NC(=O)C(C)Oc2ccccc2)n(-c2ncnc3c2cnn3-c2ccc(Cl)cc2)n1 (stereo unspecified)
- FECH inh: i
COc1ccccc1CNc1nc2nc(CNc3cccc(C(F)(F)F)c3)cc(=O)n2[nH]1
- FECH inh: i
COc1cc(N2C[C@H]3CC=C(C)C[C@H]3C2)ncn1
- FECH inh: i
CCCOCCN1CCN(c2ncnc3[nH]ccc23)CC1
- FECH inh: i
CCOc1c(Nc2ccc(C)c(C)c2)c(=O)c1=O
- FECH inh: i
Cc1cc(N2CCOCC2)nc(N2CCN(S(=O)(=O)c3ccccc3F)CC2)n1
- FECH inh: i
COc1ncccc1-c1ccc(NS(C)(=O)=O)nc1
- FECH inh: i
CC(C)(C)c1cc(NC(=O)CN2CCC(N3CCCC3=O)CC2)no1
- FECH inh: i
Cc1ccc(C(C)CCN2CCN(Cc3ncccc3C)CC2)o1 (stereo unspecified)
- FECH inh: i
CCC(C)NC(=O)N1CCN(c2cc(-c3cccc(OC)c3)ncn2)CC1 (stereo unspecified)
- FECH inh: i
c1cncc(COC2CCN(Cc3ccc(C4CCCCO4)o3)CC2)c1 (stereo unspecified)
- FECH inh: i
Cc1cc(C)n2nc(CN(C(=O)c3cccc(Cl)c3)c3ccc(F)cc3)nc2n1
- FECH inh: i
O=C(Cc1ccc(F)cc1)NC1CC(=O)N(c2ccc(F)cc2)C1 (stereo unspecified)
- FECH inh: i
Cc1ccc(CC2(NC(=O)/C=C/c3cnn(C)c3)CC2)cc1
- FECH inh: i
COC(=O)c1ccccc1NC(=O)Cn1c(C(=O)OC)cc2ccsc21
- FECH inh: i

Molecules above with a Cl atom (3):
CN1CCC(CNC(=O)c2cc3c(Cl)cccc3n2C)C1 (stereo unspecified)
- FECH inh: i
Cc1cc(NC(=O)C(C)Oc2ccccc2)n(-c2ncnc3c2cnn3-c2ccc(Cl)cc2)n1 (stereo unspecified)
- FECH inh: i
Cc1cc(C)n2nc(CN(C(=O)c3cccc(Cl)c3)c3ccc(F)cc3)nc2n1
- FECH inh: i

Further entries:
CCc1c(C(=O)N(C)Cc2noc(C3CCC3)n2)[nH]c2ccccc12
- FECH inh: i
CC(C)Cc1cc(CNC(=O)c2ccc(Cl)cn2)on1
- FECH inh: i
O=C1c2cccnc2CN1Cc1noc(C2CCCC2)n1
- FECH inh: i
CC(Cc1cnccn1)NC(=O)CCc1c[nH]c2ccccc12 (stereo unspecified)
- FECH inh: i
c1ccc(Nc2nc(N3CCN(c4ccccc4)CC3)nc3c2cnn3-c2ccccc2)cc1
- FECH inh: i
COc1ccc(Nc2nc(NCCN3CCOCC3)nc3c2cnn3-c2ccccc2)cc1
- FECH inh: i
CC(=O)c1cc(CC(=O)NCc2ccc(F)cc2F)cs1
- FECH inh: i
Cc1oc(-c2ccccc2)nc1CSc1nc(-c2ccccc2)cc(=O)[nH]1
- FECH inh: i
CCc1ccc(S(=O)(=O)NCCn2c(-c3ccc(F)cc3)nc3cccnc32)cc1
- FECH inh: i
Cc1ccc(Cn2c(CNS(=O)(=O)c3ccccc3)nc3cccnc32)cc1
- FECH inh: i
CC(C)c1c(-c2ccccc2)ncn1CC(=O)N1CCNCC1
- FECH inh: i
COc1ccc(NC(=O)CCc2c(C)nn(-c3cc(N4CCCC4)ncn3)c2C)cc1OC
- FECH inh: i
Cc1cccn2cc(C(=O)N3CCCC(N4CCc5ccccc5C4)C3)nc12 (stereo unspecified)
- FECH inh: i
Cc1cc(C)c(S(=O)(=O)NCCn2c(CCc3ccccc3)nc3cccnc32)cc1C
- FECH inh: i
CC(C)(C(=O)N1CC[C@H]2CC[C@@H](C1)N2)c1ccccc1
- FECH inh: i
COc1ccccc1NC(=O)COc1cc(C)nc(-c2ccc(C)cc2)n1
- FECH inh: i
COC(=O)c1cccc(C2CC(=O)Nc3c2cnn3CC2CCCCC2)n1 (stereo unspecified)
- FECH inh: i
CCOc1ccc(NC(=O)Cc2csc(NC(=O)Nc3ccccc3OC)n2)cc1
- FECH inh: i
CCn1cc(S(=O)(=O)N2CCN(c3cc(-c4cccc(OC)c4)ncn3)CC2)cn1
- FECH inh: i
O=C(Nc1nc2c(s1)CCCC2)c1cccc(CN2CC[C@H](O)C2)c1
- FECH inh: i
CC(C)(NC(=O)c1cccs1)C(=O)NCc1cnn2ccccc12
- FECH inh: i
O=C(O)c1ccc2c(c1)n(CCN1C[C@H]3CC[C@@H]1C3)c(=O)n2C1CCCCC1
- FECH inh: i
CCCc1cc(NCc2ccccc2C)n2nc(-c3cccnc3)nc2n1
- FECH inh: i
CCCc1c(C)nc2ncnn2c1Sc1ccc(NC(=O)CC)cc1
- FECH inh: i
O=C(NCCN1CCCC1)c1nc(N2CCCC2)c2oc3ccccc3c2n1
- FECH inh: i

CCOc1ccccc1CNC(=O)CN1C(=O)C(CC)=C(c2ccc(OC)cc2)S1(=O)=O
- FECH inh: i
Cc1cccc(CN2CCCN(CC(=O)Nc3cc(C)ccc3C)S2(=O)=O)c1
- FECH inh: i
O=C(NC1CCC(n2cnnc2)CC1)c1ccccc1-n1cncn1 (stereo unspecified)
- FECH inh: i
CCCCOc1ccccc1C(=O)N1CCNCC1C(=O)N1CCCC1 (stereo unspecified)
- FECH inh: i
O=C1CC(c2cccc3[nH]ccc23)c2cn[nH]c2N1 (stereo unspecified)
- FECH inh: i
Cc1nn(C)c(C)c1CN(C(=O)c1cc2ccccn2n1)C(C)C
- FECH inh: i
Cc1ccccc1Oc1ncccc1CNC(=O)Cn1cccnc1=O
- FECH inh: i
COCCCNc1nc(Nc2ccc(C)c(C)c2)c2cnn(-c3ccccc3)c2n1
- FECH inh: i
CCC1CN(C(=O)c2ccccc2NC)CCC(=O)N1Cc1ccccc1 (stereo unspecified)
- FECH inh: i
CCCCOc1ccc(C(=O)N2CCN(S(=O)(=O)c3cc4c5c(c3)CCN5C(=O)CC4)CC2)cc1
- FECH inh: i
O=C(NCc1ccccn1)c1nc(N2CCOCC2)c2oc3ccccc3c2n1
- FECH inh: i
CCN(CC)Cc1cnc2c(C(=O)Nc3cccc4cc(C)oc34)cnn2c1
- FECH inh: i
O=[N+]([O-])c1ccc(S(=O)(=O)NCc2nc3cccnc3n2Cc2ccccc2)cc1
- FECH inh: i
Cc1ccc(N(C)C(=O)Cn2c(=O)c3cnc(-c4ccccc4)nc3n(C)c2=O)cc1C
- FECH inh: i
COc1ccc(CCNC(=O)CN2CCN(Cc3ccc(F)cc3Cl)S2(=O)=O)cc1OC
- FECH inh: +
COCc1c(C(=O)N2CCCC(C(=O)c3ccccc3)C2)noc1C (stereo unspecified)
- FECH inh: i
Cc1cc(N(C)C)nc(Nc2ccc(NC(=O)C(C)Oc3ccccc3)cc2)n1 (stereo unspecified)
- FECH inh: i
COc1cccc(Cn2c(CNC(=O)c3ccccc3Br)nc3cccnc32)c1
- FECH inh: i
O=C(NCCN1CCCC(c2ccccc2)C1)c1ncc[nH]1 (stereo unspecified)
- FECH inh: i
CCCN(Cc1ccccn1)C(=O)c1oc2cc(OC)ccc2c1C
- FECH inh: i
CCNc1nc(C)c(C(=O)N(C)Cc2nc3ccccc3n2C)s1
- FECH inh: i
Cc1ccccc1-c1cc(O)c2c(c1)CN(CCc1cn[nH]c1)CCO2
- FECH inh: i
OCc1ccccc1-c1cccc2cnccc12
- FECH inh: i
CC(CN(C)Cc1ccc2cccc(O)c2n1)N1CCOCC1 (stereo unspecified)
- FECH inh: i
COc1ccccc1-n1nc(CC(C)C)nc1C(C)n1ccnc1 (stereo unspecified)
- FECH inh: +

CC(C(=O)NCc1cn[nH]c1-c1cccs1)n1cnc2ccccc21 (stereo unspecified)
- FECH inh: i
Oc1cc(-c2cccnc2)cc2c1OCCN(CCn1ccnc1)C2
- FECH inh: i
CCOc1ccc(CNC(=O)COc2nc(C)nc3oc(C)c(C)c23)cc1
- FECH inh: i
COc1ccc(-c2ccc3c(c2)CNCC3)c2cccnc12
- FECH inh: i
COc1ccccc1N1CCN(c2c(-c3ccc4c(c3)CCCC4)c(=O)c2=O)CC1
- FECH inh: i
Cc1cc(NC(=O)c2ccc(C)c(C)c2)n(-c2ncnc3c2cnn3-c2cccc(Cl)c2)n1
- FECH inh: i
COc1ccc(N2CC(NC(=O)c3ccc(Br)o3)CC2=O)cc1 (stereo unspecified)
- FECH inh: i
COc1cccc(NC(=O)CN2C(=O)CC(c3ccccc3)=Nc3ccccc32)c1
- FECH inh: i
COc1ccccc1Cn1c(CNS(=O)(=O)c2ccc(C(C)(C)C)cc2)nc2cccnc21
- FECH inh: +
COc1cccc(Cn2c(CNS(=O)(=O)c3ccc([N+](=O)[O-])cc3)nc3cccnc32)c1
- FECH inh: i
CC(=O)N1CCC[C@H]1c1n[nH]c(Cc2ccccc2)n1
- FECH inh: i
CC(Cn1cnc2ccccc2c1=O)NCc1ccc2nsnc2c1 (stereo unspecified)
- FECH inh: i
Cc1nc(-c2ccc(C(=O)N3CCCC3C(=O)Nc3ccc(C(C)C)cc3)cc2)no1 (stereo unspecified)
- FECH inh: i
Cc1cc(N2CCCCC2)nc(N2CCN(S(=O)(=O)c3cc(C)c(C)cc3C)CC2)n1
- FECH inh: i
COc1ccc(CC(=O)NCc2nc3cccnc3n2Cc2ccc(OC)cc2)cc1
- FECH inh: i
COc1ccc(N2CC(NC(=O)CC(C)C)CC2=O)cc1 (stereo unspecified)
- FECH inh: i
Cc1ccc(-c2nc3cccnc3n2CCNS(=O)(=O)Cc2ccccc2)cc1
- FECH inh: +
COc1cccc(NC(=O)NCC2CCCN(C3CCOCC3)C2)c1 (stereo unspecified)
- FECH inh: i
Cc1cc(C)n2nc(CN(C(=O)c3ccccc3C)c3ccc(Cl)cc3)nc2n1
- FECH inh: i
O=C(O)[C@H]1C[C@H](C(=O)N2CCCC2)CN(Cc2ccc3c(c2)OCCO3)C1
- FECH inh: i
CCN(CC)S(=O)(=O)c1ccc2c(c1)CC(C(=O)N1CCN(Cc3ccccc3)CC1)N2C(C)=O (stereo unspecified)
- FECH inh: i
O=C(NCCCN1CCCCC1)C1CCN(c2ncnc3c2nc2n3CCCCC2)CC1
- FECH inh: i
CCN(CCO)c1nc(Nc2cccc(OC)c2)c2cnn(-c3ccccc3)c2n1
- FECH inh: i
CCc1ccc(NC(=O)N2CCC(n3c(C)nc4cccnc43)CC2)cc1
- FECH inh: i
CCn1c(C2CCN(C(=O)c3sc(C(C)C)nc3C)CC2)n[nH]c1=O
- FECH inh: i

Cc1cc(Nc2ccc(F)cc2)n2nc(-c3cccnc3)nc2n1
- FECH inh: i
CCOc1ccc(Cn2c(=O)c3cnc(C)nc3n(C)c2=O)cc1-n1nc2ccccc2n1
- FECH inh: i
O=C(COc1ccc(F)cc1)NCCn1c(-c2ccncc2)nc2cccnc21
- FECH inh: i
CCc1ccc(NCc2cc(=O)n3[nH]c(NCc4ccc(OC)cc4)nc3n2)cc1
- FECH inh: i
Cc1cc(C)n(-c2cc(Nc3ccc(F)cc3)ncn2)n1
- FECH inh: i
CCC(=O)Nc1nc2n(n1)C(c1ccc(OC)cc1)C=C(c1ccc(Cl)cc1)N2 (stereo unspecified)
- FECH inh: i
COc1ccccc1CCNC(=O)CCn1cnc2onc(-c3cc(F)cc(F)c3)c2c1=O
- FECH inh: i
COCC(NC(=O)Cc1cccnc1)c1ccnn1C (stereo unspecified)
- FECH inh: i
CNC(=O)c1nc(CN2CCOC(Cc3ccc(F)cc3)C2)no1 (stereo unspecified)
- FECH inh: i
COCCN(Cc1cccs1)C(=O)c1cn2cc(Cl)ccc2n1
- FECH inh: i
CC(C)C(=O)c1ccc(-n2ncc3cccnc32)s1
- FECH inh: i
Cc1ncc(-c2c(-c3ccccc3)ncn2CCOc2ccccc2)[nH]1
- FECH inh: i
CCOC(=O)c1ccc(NC(=O)C2CCN(c3ccc(-c4cccs4)nn3)CC2)cc1
- FECH inh: i
Cc1cc(Cl)ccc1NC(=O)C1CCCN(c2ncnc3c2nc2n3CCCCC2)C1 (stereo unspecified)
- FECH inh: i
CC(Cn1cccn1)c1n[nH]c(C2CC2)n1 (stereo unspecified)
- FECH inh: i
Cc1cc(C)n(CCCC(=O)N2CCC3(CC2)NCCNC3=O)n1
- FECH inh: i
COc1ccc(NC(=O)CN2C(=O)CN(C)C(=O)c3ccccc32)cc1Cl
- FECH inh: i
CC(=O)c1c(C)nn(CC(=O)N2CCNCC2C(=O)N2CCCC2)c1C (stereo unspecified)
- FECH inh: i
CCOc1ncccc1-c1cnn(CC(=O)NC)c1
- FECH inh: i
CCc1ncc2c(n1)CN(C(=O)c1c(-c3ccccc3)ccnc1C)C2
- FECH inh: i
CC(C)NC(=O)c1nc[nH]c1C(=O)NC1CCCc2ccccc21 (stereo unspecified)
- FECH inh: i
CCOc1ccccc1CNC(=O)CC1CCN(S(=O)(=O)c2ccccc2)CC1
- FECH inh: i
O=C(c1ccc(=O)[nH]n1)N1CCC(c2cc(-c3ccccc3Cl)n[nH]2)CC1
- FECH inh: i
CCOc1ccccc1CN(CC)C(=O)c1cnn2cc(C)cnc12
- FECH inh: i
COC(=O)Cc1cnc(NC(=O)CN2CCc3c([nH]c4ccccc34)C2)s1
- FECH inh: i
CN1CCN(c2nc(Nc3ccc(SC(F)F)cc3)c3cnn(-c4ccccc4)c3n2)CC1
- FECH inh: i
CC(=O)NCCC1CN(Cc2nc3c(s2)CCCC3)CCO1 (stereo unspecified)
- FECH inh: i
CC(C(=O)NCc1cc(-c2ccco2)on1)n1cnc2ccccc21 (stereo unspecified)
- FECH inh: i

Source: PubChem (School of Medicine, Indiana University)
